Screens as filed in PubChem BioAssay.
S1P4 agonist – activates the human S1P4 receptor | S1P4-expressing cell line, agonist reporter assay | 220,000 compounds, 0.35% hits | activation, % at 4.98 µM | O95977; in the data active = activation above about 11%;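 note: 0% = DMSO vehicle and 100% = reference agonist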
EP2 mod – modulators of human EP2 prostaglandin E2 receptor; AID 940; 260,000 compounds, 0.83% hits; induction, % at 25 µM; P43116; EP2-expressing cells, cAMP HTRF FRET, PGE2 co-stimulation;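 active = compounds whose cAMP rise, as percent of the full-agonist control response, exceeds 60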;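 note: rat C6 glioma line stably carrying human EP2 under a CMV promoter; the protocol text gives 20 µM as final concentration; 100% = response of wells given 1 µM PGE2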
p97 ATPase inh – human p97 ATPase inhibition | P55072 | recombinant p97 ATPase, Kinase-Glo ATP luminescence, 3 h | inhibition, % at 8 µM | 220,000 compounds, 0.42% hits | AID 1481; in the data active = inhibition above about 15%;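 note: 0% = DMSO vehicle and 100% = wells lacking enzyme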
S1P4 antagonist – human S1P4 receptor antagonism; O95977; S1P4-expressing cells, antagonist mode, reporter read-out; inhibition, % at 4.98 µM; 220,000 compounds, 0.26% hits; in the data active = inhibition above about 29%;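 note: 0% = wells stimulated with agonist and 100% = vehicle wells without agonist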
eIF4E 4G PPI – blocks eIF4E binding to eIF4G | P63073+Q04637 | TR-FRET eIF4E-eIF4GI(517-606) binding, 2 h | inhibition, % at 21.7 µM | 220,000 compounds, 0.37% hits | AID 782;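 active = inhibition above about 30%, limit read from the data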;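 note: 0% = full FRET control wells and 100% = background wells lacking eIF4GI fragment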
Target sequence (P63073 whole entry, looked up, the tested form may be a part): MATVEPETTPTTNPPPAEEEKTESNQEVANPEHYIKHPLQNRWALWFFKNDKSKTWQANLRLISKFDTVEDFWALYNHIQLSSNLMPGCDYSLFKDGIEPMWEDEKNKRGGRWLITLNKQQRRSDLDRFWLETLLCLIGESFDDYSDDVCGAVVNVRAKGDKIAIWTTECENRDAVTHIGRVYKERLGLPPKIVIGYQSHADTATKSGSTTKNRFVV
Target sequence (Q04637 whole entry, looked up, the tested form may be a part): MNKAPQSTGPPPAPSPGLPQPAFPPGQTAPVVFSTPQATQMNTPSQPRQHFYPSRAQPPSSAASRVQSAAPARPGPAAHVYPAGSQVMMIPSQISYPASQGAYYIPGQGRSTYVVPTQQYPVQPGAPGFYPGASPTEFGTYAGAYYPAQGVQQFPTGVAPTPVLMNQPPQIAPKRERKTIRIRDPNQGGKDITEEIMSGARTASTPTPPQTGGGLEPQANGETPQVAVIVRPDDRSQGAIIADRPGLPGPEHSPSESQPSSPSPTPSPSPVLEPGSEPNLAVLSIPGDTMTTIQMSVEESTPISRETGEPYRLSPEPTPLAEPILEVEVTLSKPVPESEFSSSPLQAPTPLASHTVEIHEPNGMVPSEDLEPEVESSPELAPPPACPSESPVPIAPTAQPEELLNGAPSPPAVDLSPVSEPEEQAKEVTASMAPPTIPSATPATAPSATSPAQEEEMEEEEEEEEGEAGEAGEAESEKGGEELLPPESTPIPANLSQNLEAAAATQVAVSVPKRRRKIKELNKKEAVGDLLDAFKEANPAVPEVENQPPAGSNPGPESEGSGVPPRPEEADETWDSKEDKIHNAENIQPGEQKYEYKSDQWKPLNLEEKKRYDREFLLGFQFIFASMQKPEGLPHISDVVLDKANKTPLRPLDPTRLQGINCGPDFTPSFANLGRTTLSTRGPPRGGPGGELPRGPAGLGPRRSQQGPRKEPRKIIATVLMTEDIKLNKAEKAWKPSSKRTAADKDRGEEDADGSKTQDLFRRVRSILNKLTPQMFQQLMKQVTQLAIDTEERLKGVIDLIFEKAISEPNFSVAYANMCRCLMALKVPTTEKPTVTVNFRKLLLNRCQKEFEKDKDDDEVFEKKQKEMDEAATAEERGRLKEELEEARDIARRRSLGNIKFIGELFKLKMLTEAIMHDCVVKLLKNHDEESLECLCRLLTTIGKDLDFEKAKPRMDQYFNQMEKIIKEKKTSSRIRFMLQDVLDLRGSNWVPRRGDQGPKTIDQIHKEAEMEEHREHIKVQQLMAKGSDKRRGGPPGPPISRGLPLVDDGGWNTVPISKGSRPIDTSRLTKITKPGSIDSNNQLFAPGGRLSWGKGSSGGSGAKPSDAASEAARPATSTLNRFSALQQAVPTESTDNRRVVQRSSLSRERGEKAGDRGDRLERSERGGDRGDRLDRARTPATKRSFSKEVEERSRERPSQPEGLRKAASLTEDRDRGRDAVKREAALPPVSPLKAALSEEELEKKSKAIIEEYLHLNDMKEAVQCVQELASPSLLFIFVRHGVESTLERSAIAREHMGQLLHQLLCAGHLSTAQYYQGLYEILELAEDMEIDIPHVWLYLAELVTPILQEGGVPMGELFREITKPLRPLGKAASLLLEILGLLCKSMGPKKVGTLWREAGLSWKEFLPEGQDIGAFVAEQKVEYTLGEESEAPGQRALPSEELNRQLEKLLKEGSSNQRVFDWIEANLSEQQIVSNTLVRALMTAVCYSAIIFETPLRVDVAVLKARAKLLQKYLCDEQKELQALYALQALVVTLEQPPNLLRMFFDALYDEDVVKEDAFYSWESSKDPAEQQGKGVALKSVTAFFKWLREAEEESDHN
NPY-Y1 PAM-ag – human NPY-Y1 potentiation or agonism, primary screen; P25929; NPY-Y1 expressing cells, potentiator/agonist activation; activation, % at 3.6 µM; 220,000 compounds, 0.37% hits; in the data active = activation above about 33%, passing the limit was not always enough;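 note: cells stimulated with NPY at EC10 then isoproterenol at EC100; 0% = low agonist plus stimulus and 100% = saturating agonist plus stimulus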
NPY Y1 blocker – antagonists of human neuropeptide Y receptor Y1; P25929; HEK293-CNG Y1 cells, membrane potential fluorescence; NPY at EC95, then isoproterenol; inhibition, % at 3.6 µM; 200,000 compounds, 1% hits; AID 1040;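 active = inhibition above the campaign mean inhibition of all tested compounds plus 3 SD, cut at about 20% in these data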;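 note: 0% = DMSO wells given NPY plus isoproterenol and 100% = isoproterenol alone without NPY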
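Test system – HEK293 Y1/CNG channel cell line · Also added – NPY agonist 25 nM, then isoproterenol 1 µM plus Ro 20-1724 25 µM · Compound dosing – one concentration, 3.6 µM, in 0.4% DMSO · Schedule – compound incubation 1 h at room temperature, readout 45 min post-stimulation · Technique – fluorescence, membrane potential probe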
NPY-Y2 PAM-ag – potentiators or agonists of human neuropeptide Y receptor Y2 | 220,000 compounds, 0.45% hits | P49146 | AID 1359 | activation, % at 3.6 µM | cells expressing NPY-Y2, potentiator/agonist read-out; in the data active = activation above about 27%;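 note: cells stimulated with NPY near EC25 plus isoproterenol at EC100; 0% = vehicle plus submaximal agonist and 100% = vehicle plus saturating agonist; some results beyond the cut were filed as inactive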
PGE2 EP2 inh – blocks the human prostaglandin E2 receptor EP2 | 260,000 compounds, 0.52% hits | P43116 | C6 glioma cells expressing human EP2, cAMP TR-FRET; cells stimulated with saturating PGE2 | inhibition, % at 25 µM;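 active = percent inhibition above 40 after rounding to a whole number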;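 note: rat C6 glioma host cells with rolipram phosphodiesterase inhibitor present; the protocol text gives 20 µM as final concentration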
Starred values were filed as active, the others as inactive; / = no result given; & = joins results of further samples; ! = not active in a repeat; [ ] = dose if it differs, or a comment. An excerpt. The share of hits here may be higher or lower than overall.

SMILES	S1P4 agonist	EP2 mod	p97 ATPase inh	S1P4 antagonist	eIF4E 4G PPI	NPY-Y1 PAM-ag	NPY Y1 blocker	NPY-Y2 PAM-ag	PGE2 EP2 inh
CCc1ccc(S(=O)(=O)c2nnn3c2nc(NCCNC(C)=O)c2ccccc23)cc1	-3.3	-71	-2	-10	-3	3	2	-2	4
CCc1c(C)c2nncn2[nH]c1=O	-0.4	-6	-3	-22	2	-8	6	-8	/
Cc1cc(NC(=O)CSc2ccc3nnc(-c4cccc(F)c4)n3n2)no1	-1.0	22	3	2	-4	3	0	-6	4
C/C(=N\O)C1(C)N(O)C(C)(C)C(c2ccc(F)cc2)=[N+]1[O-] (stereo not given)	1.5	16	5	-11	1	5	1	7	15
COc1cccc(Nc2nc(-c3cccs3)nc3ccccc23)c1	0.0	-39	13	0	-4	10	-3	2	9
CCC(C)NCC(=O)Nc1ccc([N+](=O)[O-])cc1C(=O)Nc1ccccc1F (stereo not given)	0.3	-15	-4	-17	6	8	-1	13	5
COCCNC(=S)NC(=O)CC12CC3CC(CC(C3)C1)C2	0.1	31	3	6	5	-21	8	-16	6
CN=c1sc(C(=O)Nc2ccccc2)c(C)n1C	-0.3	20	0	-17	6	6	-1	0	5
O=C(COc1ccc(Cl)cc1Cl)Nc1noc2ccccc12	1.6	-29	1	3	1	3	0	7	6
Nc1nnc(SCc2ccc(F)cc2)s1	3.5	-7	-3	2	-5	-7	-2	-4	4
Cc1ccc(S(=O)(=O)N2CCCCC2C(=O)O)cc1 (stereo not given)	-0.1	25	1	8	1	-12	7	-14	8
CCOc1nc2c(c(-c3cccs3)c1C#N)Cc1ccccc1-2	-0.3	-1	6	11	-4	-13	/	3	7
Cc1cc(-c2ccccc2)c2nncn2n1	-0.1	23	5	4	-2	5	4	13	2
C=C(C)CCOC(=O)C(CC(=O)O)NCc1ccco1 (stereo not given)	2.2	-6	1	6	12	-6	/	5	12
Cc1nnc(C)n1/N=C/c1cccn1C	-1.0	24	5	5	1	9	-1	9	13
COc1ccc2c(c1)C(=O)CC(O)(C(F)F)O2 (stereo not given)	2.0	11	-3	-15	-5	8	/	-2	10
CCCNC(=O)Cn1cnc2sc(C(=O)NCCN(CC)CC)c(C)c2c1=O	0.5	7	-2	-2	4	7	-3	2	9
COC(=O)CNC(c1ccccc1)c1cc(C)ccc1NC(=O)CNC(=O)OCc1ccccc1 (stereo not given)	1.2	34	-2	-4	5	-34	29*	-22	6
CC(=O)OCC1=C(C(=O)O)N2C(=O)C(NC(=O)c3ccc(COc4ccc(Cl)cc4)o3)C2SC1 (stereo not given)	-2.1	18	7	1	2	6	1	-13	5
O=C1c2ccccc2C(=O)N1CCCCCc1nc(-c2ccccc2)no1	0.7	1	-7	11	-4	-19	22*	-5	6
Cc1cccc(-c2noc(-c3ccccc3C(=O)NCC3CCCO3)n2)c1 (stereo not given)	0.4	2	3	17	3	-5	12	-14	11
Cc1ccc2c(c1)c1nc3ccccc3nc1n2CCN1CCOCC1	-0.5	-5	-2	-4	13[fluorescence artefact?]	-19	-1	-5	13
COCCn1c(=NC(=O)/C=C/c2ccccc2)sc2cc(NC(C)=O)ccc21	-2.2	-8	2	-5	4[fluorescence artefact?]	6	2	8	12
CC(c1ccccc1)N1CCN(C(=O)CCl)CC1 (stereo not given)	-0.1	20	2	7	3	10	1	-8	17
CC(=O)N(C)C1=C(O)c2ccccc2C(=O)C1=O	3.3	7	2	-7	-4	-7	7	-1	12
O=C(NC1CC2CCCC(C1)N2C(=O)NC1CCCCC1)c1ccccc1 (stereo not given)	0.2	-10&-24	1	-4	-12[fluorescence artefact?]	-10	1	3	10&11
O=C(NCC(O)COc1ccc([N+](=O)[O-])cc1)Nc1ccccc1 (stereo not given)	-0.7	-35	2	-6	1	3	/	-1	13
Cc1ccc2nc(NC(=O)COC(=O)c3ccco3)sc2c1	-1.4	-5	4	1	4	-7	-5	13	5
COC(=O)C1=C(C)OC(N)=C(C#N)C1c1ccsc1 (stereo not given)	-0.9	11	-2	-13	-4	4	4	11	22
CC(C)(C)NC(=O)Cn1cc(C#N)c2cc(Br)ccc21	1.7	-44	-2	0	5[fluorescence artefact?]	21	-1	4	14
COc1ccc(C2CC(=O)C=C(NCCC(C)C)C2)cc1 (stereo not given)	1.5	18	-5	-20	2	-6	10	-19	7
O=C(c1ccc(Cl)c(Cl)c1)c1cnc(Nc2ccccc2)s1	0.4	-12	2	-23	0	0	3	4	-1
COc1ccccc1C(=O)n1nc(C)cc1C	0.2	34	3	-1	-1[fluorescence artefact?]	-6	1	1	5
CN(C(=O)c1cc2n(n1)C(C(F)(F)F)CC(c1ccco1)N2)c1ccccc1 (stereo not given)	1.4	7	-8	-7	4	-23	6	7	14
COc1ccc2[nH]c(O)c(N=NC(=O)Cc3cccs3)c2c1	-0.1	-8	4	-19	-2	10	/	-16	3
Cc1ccc(NC(=O)/C(=C\c2ccc3c(c2)OCO3)NC(=O)c2ccco2)cc1	0.2	-1	2	1	-9[fluorescence artefact?]	-1	-2	-7	9
CSc1ccccc1NC(=O)N1CCCC(C(=O)c2ccc3c(c2)OCO3)C1 (stereo not given)	-0.9	-47	3	3	1	-4	7	-13	3
O=C(COC(=O)c1cccc(S(=O)(=O)N2CCc3ccccc3C2)c1)NCc1ccco1	0.0	-36	-4	7	-24[fluorescence artefact?]	-8	-2	5	17
Cc1ccc(O)c(NC(=O)c2noc(C(C)C)c2[N+](=O)[O-])c1	2.1	-47	8	2	4	13	4	0	14
CCOC(=O)CSc1ccc(-c2nc3ccccc3[nH]2)cn1	19*	-49&-14	2	-3	2[fluorescence artefact?]	6	1	23	42*!
CCN(CC)C(=O)N1CCC(NC(=O)c2ccc(C(C)(C)C)cc2)CC1	2.6	15&1	-4	-20	-8	-3	-6	0	13&12
Cc1onc(-c2ccccc2)c1C(=O)N/N=C/c1c[nH]c2ccccc12	1.3	-65	8	-8	3	17	-8	6	6
CCOC(=O)c1sc(NC(=O)CC)c(C#N)c1C	-1.0	16	3	12	-2	12	3	13	3
O=C(c1cccc([N+](=O)[O-])c1)N1CCN(c2n[nH]c(=O)[nH]c2=O)CC1	1.4	20	2	-3	-4	9	/	5	3
O=C(CSc1nnc2ccccn12)NNC(=O)c1ccc(Cl)cc1	-0.6	10	1	-9	0	-17	2	-9	9

Exported as a markdown table: part of the list above
| Compound | S1P4 agonist | EP2 mod | p97 ATPase inh | S1P4 antagonist | eIF4E 4G PPI | NPY-Y1 PAM-ag | NPY Y1 blocker | NPY-Y2 PAM-ag | PGE2 EP2 inh |
| --- | --- | --- | --- | --- | --- | --- | --- | --- | --- |
| O=C(c1cccc([N+](=O)[O-])c1)N1CCN(c2n[nH]c(=O)[nH]c2=O)CC1 | 1.4 | 20 | 2 | -3 | -4 | 9 | / | 5 | 3 |
| CCN(CC)C(=O)N1CCC(NC(=O)c2ccc(C(C)(C)C)cc2)CC1 | 2.6 | 15&1 | -4 | -20 | -8 | -3 | -6 | 0 | 13&12 |
| Cc1ccc(O)c(NC(=O)c2noc(C(C)C)c2[N+](=O)[O-])c1 | 2.1 | -47 | 8 | 2 | 4 | 13 | 4 | 0 | 14 |

Other entries follow.
SMILES	S1P4 agonist	EP2 mod	p97 ATPase inh	S1P4 antagonist	eIF4E 4G PPI	NPY-Y1 PAM-ag	NPY Y1 blocker	NPY-Y2 PAM-ag	PGE2 EP2 inh
O=c1c2cnn(-c3ccccc3)c2ncn1Cc1ccccn1	1.2	3	1	3	11	13	4	-9	13
Clc1ccc(-c2cc(CSc3ccccc3)on2)cc1	1.0	1	2	-7	1	-43	8	-3	1
Cc1ccc(NC(=O)c2sccc2-n2cccc2)c(C)c1	3.3	41	-1	12	-2	2	-1	4	5
Cc1cnc(NC(=O)CSc2nnc(C)n2N)s1	0.7	13	-3	-13	-5	23	0	9	8
O=C(N/N=C/c1c(O)n(Cc2ccccc2)c(=O)c2ccccc12)c1cccnc1	-1.3	1	3	-3	2	-7	-4	-3	10
CCN(CC)S(=O)(=O)c1ccc(-c2nnc(SC)o2)cc1	-1.2	7	3	-3	-10	-9	1	-1	1
CC(Nc1cccc(F)c1)C(=O)Nc1ccc(S(N)(=O)=O)cc1 (stereo not given)	2.3	-44	1	0	4	4	1	-1	7
CCc1ccc(/C=N/NC(=O)c2ccccn2)cc1	2.2	-11	-22	-1	1	12	/	-12	9
CCN(CC)c1ccc(S(=O)(=O)N2CCOCC2)cc1NC(=O)CN1CCc2ccccc2C1	0.7	7	-4	-18	-5	23	23*	10	12
O=C(Nc1ccc(N2CCOCC2)cc1)C1CC(=O)N(c2ccc(F)cc2)C1 (stereo not given)	1.8	27	4	-6	5	22	2	1	7
CCSc1nnc(NC(=O)c2csc(C)c2)s1	1.2	8	-1	-16	4[fluorescence artefact?]	-2	5	4	10
CCC1(C)Cc2[nH]c(=O)c(C#N)cc2CO1 (stereo not given)	-1.8	13	2	-23	7	0	-5	-14	7
C/C(=C\C(=O)c1ccc(Cl)s1)N(C)C	1.4	9	1	18	-3	6	4	-7	12
Cc1ccc2cc(CCNS(=O)(=O)c3ccc(F)cc3)c(=O)[nH]c2c1	1.2	-14	4	1	3	-3	7	-3	9
O=C(c1cccc(F)c1)N1CCN=C1SCc1cccnc1	-0.9	37	-7	-12	-2	17	-1	17	16
CC(C)(C)[C@H]1C=C(C(=O)Nc2ccccc2)O[C@@H](OCc2ccc(CO)cc2)C1	-0.4	29	-1	6	2	8	0	-20	13
CCO[C@H]1OC(C(=O)NCc2nc3ccccc3[nH]2)=C[C@@H](C2CCCCC2)[C@@H]1CCCO	-0.1	1	6	-2	2	15	-4	-2	9
COc1ccc(S(=O)(=O)n2nc(-c3ccc(Cl)cc3)cc2N)cc1	0.7	-33	-4	10	3	4	/	10	8
CCS(=O)(=O)N1Cc2ccccc2CC1C(=O)Nc1ccc(F)cc1 (stereo not given)	1.8	11	-5	-17	-4	-22	/	-9	6
COc1ccccc1C(=O)N(Cc1nc(-c2ccc(Cl)cc2)no1)C(C)C	-0.5	25	-12	-19	1	3	-2	-4	8
CC(CN1CCOCC1)(NS(=O)(=O)c1ccccc1)c1ccccc1 (stereo not given)	1.1	8	-3	-13	0	4	-5	-1	4
Cc1onc(-c2ccccc2Cl)c1C(=O)N1CCOC12CCN(c1cccc(F)n1)CC2	1.6	15	-2	-11	-4	-10	8	-5	9
COc1ccccc1CNC(=O)CSc1nc(N)c(C#N)c(-c2cccs2)c1C#N	-1.9	2	-8	-11	-3[fluorescence artefact?]	-8	-2	-7	28
CN(C)S(=O)(=O)c1cccc(NC(=S)NCc2ccco2)c1	0.3	-36	1	-15	2	-1	-3	-3	10
Cc1ccc(C(=O)N2C(=S)C(c3ccc(F)cc3)=NC23CCN(C)CC3)cc1	1.0	58	3	-15	13	-13	-2	3	5
O=C1CN(C(=O)c2cc3ccccc3o2)c2ccccc2N1	0.3	3	2	7	-1[fluorescence artefact?]	2	0	-3	6
CCSc1nnc(NC(=O)C2CC2c2ccccc2)s1 (stereo not given)	0.9	-5	3	-8	2	10	-3	9	7
COc1nc(NCCC2=CCCCC2)nc(OC)n1	0.4	-24	0	-4	-2	-6	7	11	6
COC(=O)c1sc(NC(=O)c2cc3c(s2)CCCC3)nc1C	1.2	16	2	-18	-6	-11	1	-20	7
O=c1[nH]c2ccc(Br)cc2c(-c2ccccc2)c1N1CCOCC1	1.0	78*	0	-2	4[fluorescence artefact?]	26	2	10	/
